West Nile antiviral – West Nile virus antiviral activity, cell-based, CPE readout (AID 1621) | West Nile virus-infected cells, CPE inhibition; higher % means a stronger effect | CPE inhibition, % at 10 µM; hits with a dose series show IC50 in µM | 0.02% of 290,000 active; in the data active means a potency from the dose series; inconclusive means CPE inhibition mostly from about 3.7% at the one dose, without a potency; inactive means the rest, 99 in 100 with CPE inhibition below about 2.2%; further: strong numbers were not always called active
Dengue-2 NS5 capping – Dengue-2 NS5 methyltransferase inhibitors, primary screen, biochemical, confirmation dose response (AID 588689); Dengue-2 NS5 methyltransferase capping enzyme assay, biochemical; higher % means a stronger effect; inhibition, % at 25 µM, or IC50 in µM where a hit was titrated; 0.3% of 340,000 active; in the data active means a potency from the dose series; inconclusive means inhibition above about 29% without an active follow-up result
AID2073 – inhibitors of Mint1-CaV2.2 protein interaction, biochemical, HTRF (AID 2073) | Voltage-dependent N-type calcium channel subunit alpha-1B (Homo sapiens) | inhibition, % at 20 µM, or IC50 in µM where a hit was titrated | HTRF protein-protein interaction, Mint1-CaV2.2; higher % means a stronger effect | 0.19% of 290,000 active; in the data active means inhibition mostly above about 51%, no sharp cut-off; inconclusive means no clear call, values can overlap the other calls; inactive means mostly below about 53%; further: some results filed as inactive read as strong as hits
SIAH1 antagonists – Siah-1 peptide-binding antagonists, primary screen, biochemical, fluorescence polarization, rhodamine-plectin, uHTS (AID 1817) | E3 ubiquitin-protein ligase SIAH1 (Homo sapiens) | Siah-1 / rhodamine-plectin peptide fluorescence polarization; higher % means a stronger effect | displacement, % at 20 µM, or IC50 in µM where a hit was titrated | 0.02% of 290,000 active;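 active means displacement of at least 50% at 20 µM, with a fluorescence ratio check between 0.3 and a set limit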;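 further: plate controls were Siah plus tracer with DMSO for no effect and tracer alone without Siah for full effect; strong numbers were not always called active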
UTI89 phage lysis – inhibition of K1F phage lysis, E. coli UTI89, bacterial capsule biogenesis inhibitors, alamar blue (AID 488966); one-dose inhibition, % at 100 µM; IC50 in µM for titrated hits; E. coli UTI89 K1F phage lysis, alamar blue, 2 h; higher % means a stronger effect; 0.02% of 340,000 active;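 active means phage lysis inhibition, versus mean bacterial control, above a set limit; inconclusive means no clear call, values can overlap the other calls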;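 further: capsule biogenesis inhibitors block K1F phage lysis so surviving cells raise fluorescence; higher fluorescence means more inhibition of phage lysis; actives were called in the ten point dose series up to 300 µM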
Large T inhibition – SV40 large T antigen inhibitors, biochemical (AID 1903) | SV40 large T antigen ATPase/helicase inhibition assay; higher % means a stronger effect | inhibition, % at 20 µM, or IC50 in µM where a hit was titrated | 0.39% of 310,000 active; in the data active means a potency from the dose series; inconclusive means inhibition mostly from about 32% at the one dose, without a potency; inactive means the rest, 99 in 100 with inhibition below about 32%; further: strong numbers were not always called active
MgcRacGAP inhibition – MgcRacGAP GTPase-activating activity inhibitors, confirmation, biochemical, ADP Hunter fluorescence. 0.6% of 340,000 active. MgcRacGAP-stimulated Rac1 GTP hydrolysis, ADP Hunter fluorescence; higher % means a stronger effect; GST-tagged Rac1 F28L mutant substrate. inhibition, % at 30 µM; hits with a dose series show IC50 in µM. AID 624330, 2012. Rac GTPase-activating protein 1 (Homo sapiens);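 active means first-screen hits whose inhibition reached a set limit at any dose in the follow-up dose series; inconclusive means inhibition above the set first-screen limit but never retested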;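 further: fluorescence reports GDP produced by GAP-driven GTP hydrolysis; strong numbers were not always called active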
RSV CPE inhibition – RSV antiviral activity via CPE protection, HEp-2 cells, primary 10 µM value included (AID 2391); HEp-2 cells, RSV-induced CPE inhibition; higher % means a stronger effect; CPE inhibition, % at 10 µM; hits with a dose series show IC50 in µM; 0.13% of 310,000 active; in the data active means a potency from the dose series; inconclusive means CPE inhibition mostly from about 23% at the one dose, without a potency; inactive means the rest, 99 in 100 with CPE inhibition below about 21%; further: strong numbers were not always called active
NTR1 ag – agonists of NTR1, primary screen, imaging, U2OS cells, beta-arrestin-GFP, high content (AID 493036); 0.17% of 330,000 active; activation, % at 20 µM; NTR1-U2OS beta-arrestin-GFP spot imaging, agonist mode; Neurotensin receptor type 1 (Homo sapiens), P30989;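 active means activation at or above 40% of the spot to cytoplasm intensity ratio, with at least 20 cells analyzed; inconclusive means wells under 20 cells, flagged as cytotoxic or low count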;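 further: 0% = DMSO without peptide and 100% = 100 nM NTR1 peptide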
Target sequence (P30989 whole entry, looked up): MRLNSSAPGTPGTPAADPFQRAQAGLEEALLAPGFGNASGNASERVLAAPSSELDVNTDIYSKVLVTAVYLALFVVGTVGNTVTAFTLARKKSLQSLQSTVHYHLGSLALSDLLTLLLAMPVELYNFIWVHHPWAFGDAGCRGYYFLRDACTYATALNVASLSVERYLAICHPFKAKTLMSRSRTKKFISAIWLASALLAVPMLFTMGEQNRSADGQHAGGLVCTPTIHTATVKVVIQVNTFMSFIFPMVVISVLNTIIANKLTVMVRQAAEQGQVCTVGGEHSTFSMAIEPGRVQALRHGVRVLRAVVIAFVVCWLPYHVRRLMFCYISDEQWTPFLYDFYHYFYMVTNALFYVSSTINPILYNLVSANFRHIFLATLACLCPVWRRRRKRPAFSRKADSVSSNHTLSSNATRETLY
NTR1 ag cell count 20 µM – also measured in NTR1 ag; calls as there; cell count; measured here: cell count, cytotoxicity flag
Active calls of the source: *; u = inconclusive; x = no result given; [ ] = dose if it differs, or a comment.

SMILES | West Nile antiviral | Dengue-2 NS5 capping | AID2073 | SIAH1 antagonists | UTI89 phage lysis | Large T inhibition | MgcRacGAP inhibition | RSV CPE inhibition | NTR1 ag | NTR1 ag cell count 20 µM
COc1ccc(C23CC4CC(CC(C4)C2)C3)cc1C(=O)NCCN(C)C | 0.4% | 2% | 15% | -4% | 0.7% | 10% | 16% | 5.2% | 6.3 | 56
CC(C)CN(C(=O)c1cccc(S(=O)(=O)N2CCN(C)CC2)c1)C1CCS(=O)(=O)C1 (stereo unspecified) | x | 4% | x | x | 1.4%[50 µM] | 10% | 9% | -1.5% | 1.7 | 50
COc1ccc(CN(CC(=O)NCc2ccco2)C(=O)CCC(=O)Nc2nccs2)cc1 | -0.1% | -7% | -2% | 8% | 0.2% | 0% | 8% | 1.4% | -0.5 | 50
COc1ccc(S(=O)(=O)Nc2ccc3oc4ncccc4c(=O)c3c2)cc1OC | -0.3% | 2% | 27% | 1% | 0.6% | 13% | 8% | x | 0.2 | 74
OCCNc1nc(Nc2ccccc2Oc2ccccc2)nc(N2CCCC2)n1 | 0.1% | -2% | x | x | -1.1% | 4% | 6% | -2.8% | 46* | 70*
CC1CCCCC1NC(=O)c1ccncc1 (stereo unspecified) | -0.4% | -4% | 2% | -6% | -0.1% | 10% | -5% | 1.2% | 0.9 | 67
O=S(=O)(c1ccccc1Br)N1CCC(O)(c2cccnc2)CC1 | -0.9% | 2% | 4% | 5% | -0.4% | x | 4% | -1.9% | -0.1 | 88
CCn1c(SCC(=O)NNC(=S)Nc2ccccc2)nnc1-c1ccc(Cl)cc1 | -0.4% | -1% | -11% | 2% | 4.0% | 27% | 5% | 0.8% | 1.0 | 45
O=S(=O)(Nc1cccc(-c2cn3c(n2)SCC3)c1)c1cccs1 | -0.8% | 13% | -3% | 2% | 0.4% | 4% | -3% | 17% | -1.4 | 88
CCOc1ccccc1N(C)C(=O)c1sc2ncn(CC(=O)N3CCCCC3C)c(=O)c2c1C (stereo unspecified) | -0.9% | -11% | -7% | 1% | 0.3% | 0% | 7% | 1.4% | 3.1 | 53
Cc1noc(C)c1CSc1nc2ccccc2c(=O)n1-c1ccc(F)cc1F | x | -3% | 0% | -6% | 0.8% | -3% | 2% | 3.4% | 6.4 | 65
CC(C(=O)NCC1(c2ccccc2)CCOCC1)N1CCOCC1 (stereo unspecified) | 0.2% | -2% | -2% | -2% | 0.2% | 6% | 0% | 0.8% | 0.7 | 21
CCc1onc(C)c1C(=O)Nc1cc(C)ccc1OC | 0.6% | 3% | 0% | -3% | 0.0% | 7% | -2% | 1.3% | 2.6 | 60
Cc1ccc(Nc2cnn(C34CC5CC(CC(CC(=O)O)(C5)C3)C4)c(=O)c2Cl)cc1C | -0.2% | -1% | -5% | 6% | 0.0% | 7% | 5% | 0.7% | -0.5 | 62
Cc1cccc(N=C2NC(=O)/C(=C/C=C/c3ccco3)S2)c1 | 1.4% | -11% | 57% | 45% | -1.1% | 65% | 21% | 16% | x | x
COc1ccccc1-c1cc(C(F)(F)F)nc(S(=O)(=O)CCCC(=O)NC(C)C)n1 | -1.5% | -19% | 2% | 2% | 0.8% | 10% | 2% | -1.9% | 18 | 37
COc1cc(/C=N/NC(=O)c2ccccn2)ccc1OC(=O)c1ccccc1Br | 0.0% | 5% | 21% | 4% | 1.5%[50 µM] | 7% | 2% | 2.4% | 25 | 64
CC(=O)N(C)c1ccc(NS(=O)(=O)c2cc(Cl)ccc2Cl)cc1 | -0.1% | -2% | 6% | 2% | 2.2% | -3% | 11% | -1.1% | 0.6 | 35
CCn1c(COc2cccc(C)c2)nnc1SCC(=O)Nc1cccc(C(=O)OC)c1 | 0.0% | -9% | 3% | -2% | 0.2% | 11% | 10% | 3.7% | 0.1 | 50
CCCOC(=O)c1c(NC(=O)CCCn2nc([N+](=O)[O-])c(Cl)c2C)sc(C(=O)OC)c1C | -0.8% | -9% | 0% | 9% | -0.6% | -2% | 5% | 1.5% | 0.8 | 51
CSc1nc2c(c(=O)n1-c1ccc(C)cc1)SCC2 | -0.6% | 3% | 37% | -3% | 1.5% | 3% | 4% | 2.1% | -0.9 | 92
CCC(=O)Nc1ccc(C(=O)CSc2nc3ccccc3[nH]2)cc1 | -1.2% | -15% | 54%* | 28% | 0.2% | 7% | 6% | 0.2% | -0.9 | 86
CC1CCCC(NC(=O)C2COc3ccccc3O2)C1C (stereo unspecified) | x | 1% | x | x | 0.7%[50 µM] | x | 1% | 0.1% | 0.5 | 67
Cc1cccc2cc(CN(Cc3nnnn3Cc3ccccc3)C3CCCC3)c(=O)[nH]c12 | 1.1% | -3% | u | 0% | -1.5% | 7% | 5% | 7.1% | 3.5 | 49
C=CCSc1nc2c(cc1C#N)CCC2 | 0.5% | -3% | 5% | -1% | 0.4% | -4% | 9% | 0.3% | 2.0 | 53
COc1ccc(C2CC23N=C(c2ccccc2)OC3=O)cc1 (stereo unspecified) | -0.1% | -20% | 4% | 10% | 2.2% | 5% | 10% | 1.2% | x | x
Cc1ccc(N2C(=O)N(CC(=O)Nc3cc(Cl)ccc3C)C(=O)C2C)cc1 (stereo unspecified) | x | -3% | x | x | 0.3%[50 µM] | 15% | 0% | 6.8% | 0.4 | 68
Cn1cc(Cl)c(C(=O)OCC(=O)Nc2ccccc2)n1 | -0.3% | -7% | 1% | -3% | 0.3% | 2% | 6% | 1.1% | 3.3 | 76
Nc1c2c(nc3ccccc13)N(c1ccccc1)CC2 | 0.2% | 16% | 7% | -1% | -0.1% | -8% | 31% | -0.1% | 1.4 | 59
Cc1c(O)ccc2c(CN3CCN(C/C=C/c4ccccc4)CC3)cc(=O)oc12 | -0.2% | -5% | u | -2% | 0.7% | 26% | 20% | 2.3% | 8.4 | 50
Cc1ccc(NS(=O)(=O)c2ccccc2F)cc1S(=O)(=O)N1CCCCCC1 | x | 6% | x | x | -0.1%[50 µM] | x | 7% | x | 1.0 | 47
CCCn1c(N)c(N2CCCCC2)c(=O)n(CC(=O)Nc2ccccc2)c1=O | 0.1% | 3% | 5% | 0% | 6.1% | 5% | 2% | 1.6% | 3.2 | 54
CCc1cccc(CC)c1NC(=O)CSc1nc2ccc(N3C(=O)C4C(C3=O)[C@H]3C=C[C@@H]4C3)cc2s1 (stereo partly specified) | 0.0% | 2% | 4% | 0% | 0.2%[50 µM] | 2% | 8% | 15% | 0.6 | 72
O=C(Nc1ccc(Br)cc1)c1ccc(F)c(S(=O)(=O)N2CCN(c3ccccn3)CC2)c1 | -0.6% | -2% | 32% | 6% | -0.2% | 6% | 3% | 9.4% | 3.2 | 50
CC(=O)Nc1ccc(S(=O)(=O)NNC2=NS(=O)(=O)c3ccccc32)cc1 | x | -3% | -8% | 3% | 0.2% | 8% | -3% | -0.3% | 1.4 | 98
C=CCn1cnc2c(nnn2-c2cc(C)cc(C)c2)c1=O | -1.1% | -2% | 8% | 0% | 0.4% | 15% | 3% | 3.8% | 0.2 | 60

Compounds listed so far with fluorine, in the order listed:
SMILES | West Nile antiviral | Dengue-2 NS5 capping | AID2073 | SIAH1 antagonists | UTI89 phage lysis | Large T inhibition | MgcRacGAP inhibition | RSV CPE inhibition | NTR1 ag | NTR1 ag cell count 20 µM
Cc1noc(C)c1CSc1nc2ccccc2c(=O)n1-c1ccc(F)cc1F | x | -3% | 0% | -6% | 0.8% | -3% | 2% | 3.4% | 6.4 | 65
COc1ccccc1-c1cc(C(F)(F)F)nc(S(=O)(=O)CCCC(=O)NC(C)C)n1 | -1.5% | -19% | 2% | 2% | 0.8% | 10% | 2% | -1.9% | 18 | 37
Cc1ccc(NS(=O)(=O)c2ccccc2F)cc1S(=O)(=O)N1CCCCCC1 | x | 6% | x | x | -0.1%[50 µM] | x | 7% | x | 1.0 | 47
O=C(Nc1ccc(Br)cc1)c1ccc(F)c(S(=O)(=O)N2CCN(c3ccccn3)CC2)c1 | -0.6% | -2% | 32% | 6% | -0.2% | 6% | 3% | 9.4% | 3.2 | 50

Gathered by group: the compounds so far with a furan ring, fused or not.
SMILES | West Nile antiviral | Dengue-2 NS5 capping | AID2073 | SIAH1 antagonists | UTI89 phage lysis | Large T inhibition | MgcRacGAP inhibition | RSV CPE inhibition | NTR1 ag | NTR1 ag cell count 20 µM
COc1ccc(CN(CC(=O)NCc2ccco2)C(=O)CCC(=O)Nc2nccs2)cc1 | -0.1% | -7% | -2% | 8% | 0.2% | 0% | 8% | 1.4% | -0.5 | 50
Cc1cccc(N=C2NC(=O)/C(=C/C=C/c3ccco3)S2)c1 | 1.4% | -11% | 57% | 45% | -1.1% | 65% | 21% | 16% | x | x

(listing goes on)
SMILES | West Nile antiviral | Dengue-2 NS5 capping | AID2073 | SIAH1 antagonists | UTI89 phage lysis | Large T inhibition | MgcRacGAP inhibition | RSV CPE inhibition | NTR1 ag | NTR1 ag cell count 20 µM
Cc1c(C(=O)C(=O)N2c3ccccc3CC2C)c2ccccc2n1C (stereo unspecified) | -1.4% | 7% | -4% | 7% | 0.1% | 25% | 8% | -1.0% | 1.1 | 69
Cc1cc(NC(C)C)n2c(nc3ccccc32)c1C#N | -1.1% | -6% | 29% | 0% | 0.6% | 9% | -7% | 3.1% | 0.8 | 63
Cc1ccc(NC(=O)CCS(=O)(=O)c2ccccc2)cc1S(=O)(=O)N1CCOCC1 | -0.9% | -2% | -4% | -6% | 7.3% | 10% | -10% | 5.1% | -0.1 | 65
Cc1cc(C)n2c(SCc3nnc(-c4cccs4)o3)nnc2n1 | -0.1% | -6% | 10% | -7% | 0.2% | 2% | 5% | -0.6% | 0.6 | 42
N#CC1=C(N)Oc2ccc3ccccc3c2C1c1cccnc1 (stereo unspecified) | -0.5% | -8% | 9% | 2% | 0.3% | -4% | 5% | x | x | x
Cc1[nH]c2ccccc2c1CCNC(=O)c1ccc2c(c1[N+](=O)[O-])C(=O)c1ccccc1C2=O | x | 16% | 6% | 23% | -0.2% | 4% | 17% | 2.9% | 3.7 | 37
CSCCC(CO)NC(=O)OCc1ccccc1 (stereo unspecified) | 0.6% | -5% | 6% | -2% | 0.8% | -2% | 0% | 0.5% | 3.3 | 58
Nc1ccnn1Cc1cccs1 | -0.3% | -1% | 9% | 7% | 0.0% | 15% | 11% | 0.4% | 0.8 | 72
Nc1nc(N)c2[nH]cnc2n1 | -1.0% | x | x | x | x | 3% | x | 0.3% | -0.2 | 99
Cc1ccc[n+](Cc2ccc([N+](=O)[O-])cc2)c1 | 0.3% | -12% | -8% | 1% | 0.3% | -6% | 5% | 4.7% | 0.6 | 28
O=C(Nc1ccc(NC(=O)c2cc([N+](=O)[O-])ccc2N2CCOCC2)cc1)c1cccs1 | -0.8% | -9% | 40% | 2% | 0.2% | 13% | 14% | 5.8% | 1.4 | 52

Screening data: PubChem BioAssay, several laboratories
